Assay outcomes (PubChem BioAssay)
ARNT-TACC3 inh = disruptors of ARNT/TACC3 protein interaction, primary screen, biochemical, AlphaScreen, single concentration; Transforming acidic coiled-coil-containing protein 3 (Homo sapiens), Q9Y6A5; AlphaScreen His-ARNT PAS-B/GST-TACC3 binding, luminescence; TACC3 fragment carries E629A point mutation; inhibition, % at 9.99 µM; 390,000 compounds, 0.66% hits; AID 623870, 2012;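 active = mean inhibition of replicates at least 50% and at least half of replicates each reaching 50%; inconclusive = half or more replicates reach 50% but mean below 50%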;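 also: 0% = complete ARNT plus TACC3 wells and 100% = ARNT alone without TACC3; many hits fall short of the cut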
F508del corr = F508del CFTR correction, initial screen, CFBE line, single point; CFBE cells, YFP halide quenching; stimulated with forskolin plus potentiator P3; % fluorescence drop versus neutral controls; activity (quench increase), % at 7.58 µM; 350,000 compounds, 0.36% hits;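 active = mean added fluorescence quench of at least 8% versus neutral control, with both replicates also reaching 8%; inconclusive = only one of the mean or replicate conditions met; inactive = mean below 8% and not both replicates reaching 8%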;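 also: cells transiently co-express mutant CFTR-F508del with the halide-sensitive YFP; corrector assay measuring rescue of mutant channel to the surface after 24 h compound exposure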
XiGFP reactiv = activators of inactive X chromosome reactivation, primary screen, imaging, XiGFP fibroblasts, GFP high-content imaging, set 2; 360,000 compounds, 0.055% hits; XiGFP mouse fibroblasts, % GFP-positive cells imaging, 3 d; cells co-treated with 5-aza-dC sensitizer; scaled so ellipticine positive control = 100%; activation, % at 7.58 µM;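 active = mean normalized replicate activation at least 10% and every replicate at or above 10%; inconclusive = only one of the two criteria met; inactive = mean below 10% and not all replicates reach 10%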;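 also: 0% = median of on-plate neutral control wells and 100% = ellipticine 6 µM median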
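System: 68-5-11 XiGFP fibroblast line | Buffer or medium: DMEM containing 5-aza-dC | Compound: Single point | Times: Compounds 3 days, fix/stain 15 min at room temperature | Benchmarks: Positive control ellipticine, 6 µM final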
INS-1E GSIS act = GLuc luminescence reporter in INS-1E cells, primary screen for activators of glucose-dependent secretion of insulin. 370,000 compounds, 0.61% hits. INS-1E GLuc reporter insulin secretion, 2-3 h. activation, % at 16.6 µM;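 active = lowest replicate activation of at least 40%, so every replicate reaches that level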;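 also: 0% = median of neutral control wells and 100% = median of IBMX positive control wells; some compounds called inactive have numbers as strong as hits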
EWS-Fli inh = EWS/Fli-driven NR0B1 reporter inhibitors, primary screen, A673 cells, NR0B1 luciferase, luminescence, MLPCN library; viability-normalised; 350,000 compounds, 0.67% hits; inhibition, % at 12.6 µM;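 active = mean inhibition of at least 50% after viability correction, with every replicate also passing that limit; inconclusive = mean reaches 50% but only one of two replicates passes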;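 also: firefly luciferase signal divided by Alamar Blue viability fluorescence both relative to DMSO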
PAX8 inh HTS = inhibitors of PAX8-driven TPO luciferase reporter, primary screen, RMG-I cells, single concentration; SteadyGlo, 24 h; inhibition, % at 12.6 µM; 360,000 compounds, 1.2% hits; AID 652154, 2013;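 active = mean replicate inhibition at least 60% with every replicate also reaching 60%; inconclusive = only one of the two criteria is met; inactive = mean below 60% and not all replicates reaching 60%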;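 also: luciferase light reporting Pax8 driven TPO promoter activity; plate controls were median of neutral control wells for no effect and mitoxantrone controls for full effect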
DENV2 CPE = inhibitors of DENV2 cytopathic effect, primary screen, cell-based, plate reader, single concentration. DENV2-infected cells, cytopathic effect rescue. CPE inhibition, % at 9.99 µM. 350,000 compounds, 1.7% hits. AID 651640, 2012; in the data active = CPE inhibition above about 20%, passing the limit was not always enough; inconclusive = no clear call, values can overlap the other calls; tested in BHK-21 cells;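 also: 0% = median of neutral control wells and 100% = median of positive control wells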
ERp5 inh = inhibitors of ERp5-driven insulin aggregation, primary screen, biochemical, turbidity, absorbance 650 nm, single point; Protein disulfide-isomerase A6 (Homo sapiens), Q15084; 90 min; inhibition, % at 9.99 µM; 350,000 compounds, 0.05% hits;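 active = mean replicate inhibition above about 25%, with every replicate also reaching it, limit read from the data, passing the limit was not always enough; inconclusive = only one of those two criteria met; inactive = neither criterion met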
Target sequence (Q15084 whole entry, looked up): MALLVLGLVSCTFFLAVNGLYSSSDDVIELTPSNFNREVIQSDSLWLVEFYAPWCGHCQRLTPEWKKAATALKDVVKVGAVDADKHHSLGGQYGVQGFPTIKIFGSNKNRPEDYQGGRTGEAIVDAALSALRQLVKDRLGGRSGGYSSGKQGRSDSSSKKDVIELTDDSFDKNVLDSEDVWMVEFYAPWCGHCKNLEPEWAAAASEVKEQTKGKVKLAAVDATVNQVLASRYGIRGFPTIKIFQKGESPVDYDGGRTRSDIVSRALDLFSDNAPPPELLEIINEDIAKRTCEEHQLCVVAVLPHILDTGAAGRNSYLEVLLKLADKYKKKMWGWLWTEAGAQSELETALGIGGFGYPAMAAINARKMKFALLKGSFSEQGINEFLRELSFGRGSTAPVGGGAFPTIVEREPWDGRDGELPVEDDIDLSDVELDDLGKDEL
Numbers without * were called inactive; u = inconclusive; x = no result given; & = joins results of further samples.

SMILES	ARNT-TACC3 inh	F508del corr	XiGFP reactiv	INS-1E GSIS act	EWS-Fli inh	PAX8 inh HTS	DENV2 CPE	ERp5 inh
O=C(Nc1cc(F)ccc1F)N1[C@@H]2CNC[C@H]1C2c1ccc(/C=C/c2ccccc2)cc1 (stereo partly drawn)	x	0.2&1.7	0.1&0.1	3&-15	x	x	18&10	5&-2
CC(C)(C)S(=O)(=O)c1cnc(-c2cnccn2)nc1N	6	u	0.1	-6	-13	-9	4	-10
COc1cccc(S(=O)(=O)Nc2ccc3c(c2)[C@H]2C[C@@H](CC(=O)NCCc4ccccc4)O[C@H](CO)[C@H]2O3)c1	1	-1.5	0.1	-43	2	47	9	-2
C[C@@H]1CN([C@H](C)CO)C(=O)c2cccc(NC(=O)C3CC3)c2O[C@@H]1CN(C)S(C)(=O)=O	-7	1.8	0.1	7	-4	3	-11	-1
O=C(Cn1sc2ccccc2c1=O)Nc1ccc(Cl)cc1	x	2.6	0.3	-9	20	5	18	-3
CCCCN1CCNC[C@@H]1c1ccccc1	-10	-2.3	0.0	-13	-11	-7	1	3
COc1cc([N+](=O)[O-])cc2cc(C(=O)NC(C)(C)C)c(=O)oc12	0	x	0.0	-5	x	2	x	x
CC(C)CC#Cc1ccc2c(c1)O[C@H](CN(C)C(=O)C1CCOCC1)[C@H](C)CN([C@H](C)CO)S2(=O)=O	-18	0.7	0.0	-11	8	2	16	2
N#C[C@@H]1[C@@H](c2ccccc2-c2ccc(F)cc2)[C@H](CO)N1C(=O)Cc1cccnc1	x	0.7	0.0	-2	25	x	5	4
N#C[C@H]1[C@@H](c2ccccc2-c2cccc(F)c2)[C@@H](CO)N1C(=O)CN1CCOCC1	x	0.0	0.0	-2	12	x	8	1
CCCCN(C)CCCNC(=O)C1CCC(CNS(=O)(=O)c2c(C)cc(C)cc2C)CC1 (stereo not drawn)	0	-1.6	0.1	2	1	-7	2	-5
CCN(CC)C(=O)Cn1cc(C(=O)C(=O)Nc2ccc3c(c2)OCCO3)c2ccccc21	x	0.5	-0.1	10	-73	-56	1	0
Brc1ccc(-c2cn3c(n2)SCC3)cc1	4	1.6	0.0	-19	-118	-177	5	-1
O=C(Nc1ccc(C(=O)O)cc1)/C(=C/c1ccc2c(c1)OCO2)NC(=O)c1cccc(Br)c1	x	-0.6	0.3	-6	-4	-60	-7	-2
CCc1ccccc1N(CC(=O)N1CCCCC1)S(=O)(=O)c1ccccc1	4	3.1	0.2	10	4	-1	-12	8
COc1cc2cc(c1Cl)N(C)C(=O)CC(OC(=O)C(C)N(C)C(C)=O)C1(C)OC1C(C)C1CC(O)(NC(=O)O1)C(OC)C=CC=C(C)C2 (stereo not drawn)	-2	-6.2	0.1	-17	28	74*	-9	2
CC(=O)Nc1ccc(OCCOc2ccccc2C(C)=O)cc1	2	2.0	0.4	2	0	10	-1	-2
S=c1[nH]cc(-c2ccc(Cl)cc2)n1Cc1ccccc1	-3	5.9	-0.2	8	-30	-73	5	0
CCOc1ccc(OCCC(=O)N(CCC2=CCCCC2)c2c(N)n(Cc3ccccc3)c(=O)[nH]c2=O)cc1	0	-0.7	0.1	-3	6	-1	-5	3
CC(C)NC(=O)N(C)C[C@H]1Oc2ccc(NS(=O)(=O)c3cn(C)cn3)cc2C(=O)N([C@@H](C)CO)C[C@@H]1C	19	1.1	-1.2	0	-2	x	-11	2
CC1CCC2(CC1)NC(=O)N(CC(=O)c1cn(CCC#N)c3ccccc13)C2=O (stereo not drawn)	6	0.6	0.0	-25	6	23	-1	6
CC(C)(C)C(=O)N1CCN(c2ncnc3scc(-c4ccccc4)c23)CC1	0	0.2	0.0	12	3	10	16	5
CCCc1nc2ccccc2n1Cc1ccccc1OC	2	-0.4	-0.1	4	6	2	0	-2
C/C=C/c1ccc(C2[C@H]3CNC[C@@H]2N3Cc2cccc(F)c2)cc1 (stereo partly drawn)	x	-3.8	0.0&0.1	14&12	4	6	6	0
COc1ccc(Nc2nc(N)nc(CN3CCC(C)CC3)n2)cc1	4	0.6	0.0	-12	-2	-6	1	3

Continuation.
SMILES	ARNT-TACC3 inh	F508del corr	XiGFP reactiv	INS-1E GSIS act	EWS-Fli inh	PAX8 inh HTS	DENV2 CPE	ERp5 inh
COc1ccc2c3c(n(C)c2c1)[C@@H](CO)N(C(=O)CN1CCOCC1)CC31CN(C(=O)Nc2cccc(F)c2)C1	x	-2.8	0.4	1	7	x	4	-3
Cc1nc(S(=O)(=O)Nc2ccccc2C(=O)NCC2CC2)cn1C	-1	-0.2	0.0	x	-8	-10	-1	1
CN(C)C1=NCCN1CC1CCCCCC1	0	2.0	0.0	-20	-2	-6	-1	1
C[C@@H]1CN([C@@H](C)CO)C(=O)CCCn2nncc2CO[C@H]1CN(C)S(=O)(=O)c1ccc(C#N)cc1	x	2.0&0.5	0.0&-0.4	-4	8&7	-6	-8&-1	-1&-2
COc1ccc(C(=O)NCCNc2nc3c(C)cccc3cc2C#N)cc1OC	9	3.4	0.0	4	-8	-2	29*	0
CC1(C)CC(=O)C(CS(=O)(=O)c2ccccc2)=C(O)C1	8	-0.8	0.0	2	x	x	2	5
COc1ccc(-c2ccc([C@H]3[C@H]4C=CC[C@@H](C)[C@@H]4C(=O)N3Cc3ccccc3)c(F)c2)cc1OC	-6	-1.2	0.0	-2	21	16	-3	2
CCCCN(CC)CCNC(=O)Cn1cnc2sc(C)c(S(=O)(=O)N3CCC(C)CC3)c2c1=O	0	-0.9	-0.1	-1	5	-3	11	-1
CCCCN(CCCC)CCNC(=O)CN1C(=O)CSc2ccc(S(=O)(=O)N3CCCCC3)cc21	-1	2.5	0.0	-11	x	-8	-7	1
Cc1ccc(-c2nnc(NCc3nc4ccccc4[nH]3)c3ccccc23)cc1S(=O)(=O)N1CCCCC1	6	x	1.7	-34	x	27	x	x
COc1ccc(NC(=O)Nc2ccc3c(c2)C(=O)N([C@H](C)CO)C[C@H](C)[C@@H](CN(C)S(=O)(=O)c2ccc(F)cc2)OCCCC[C@H](C)O3)cc1	30	2.2	0.0	3	4	-4	-4	2
COc1ccc(C(=O)NCC(=O)N/N=C/C=C/c2ccccc2)cc1OC	1	-5.8	-0.1	-8	-17	-21	3	1
CCCCn1cnc2c(SCc3ccccn3)nc(N)nc21	3	2.7	0.2	49	-10	-10	-2	-2
CCCC[C@@H]1CNC(=O)C(=O)N1CCc1cc(C(F)(F)F)cc(C(F)(F)F)c1	-1	2.9	0.1	-45	-4	-9	2	-6
O=C(Nc1ccc(F)cc1F)c1ccc2c(c1)OCCO2	-5	1.5	0.0	34	-25	-41	-4	-2
COc1cccc(-c2cnc3c(c2)C(=O)N([C@H](C)CO)C[C@@H](C)[C@H](CN(C)CC2CCCC2)O3)c1	-13	0.1	-0.5	-4	9	23	-3	0
CC(=O)c1ccc(NC(=O)Nc2ccc(Br)cc2C)cc1	1	-1.4	0.7	-1	-5	-21	-2	1
O=C(Nc1ccc(S(=O)(=O)N2CCOCC2)cc1)c1ccc(F)cc1	5	0.2	0.0	-13	-22	26	-1	4
Cc1noc(C)c1S(=O)(=O)Nc1cccc2c1O[C@@H](CN(C)Cc1ccc3c(c1)OCO3)[C@@H](C)CN([C@@H](C)CO)C2=O	-2	0.2	-0.8	20	4	x	4	-2
O=C(COc1ccc2c3c(c(=O)oc2c1)CCC3)N[C@@H](Cc1ccccc1)C(=O)O	-8	-3.1	x	x	0	x	-10	5
COc1ccc(CN2C(=O)CN(S(C)(=O)=O)CC2(C)C(=O)NCc2ccccc2)cc1OC (stereo not drawn)	x	3.6	0.2	5	-2	-15	12	1
CSc1ccccc1-c1ccc2nccn2c1	x	-1.1	0.0	2	-1	-3	-2	2
CS(=O)(=O)N1CCN(c2ccc([N+](=O)[O-])c(SCc3ccco3)c2)CC1	x	1.4	0.0	5	35	26	5	16
COc1cccc(CNc2nc3ccccc3n2C(C)C)c1O	4	-1.7	-0.1	-6	-2	-7	-6	3
O=C(c1cccnc1)N1C[C@H]2[C@@H](c3ccccc31)[C@@H](CO)N2C(=O)C1CCOCC1	-3	-2.9	0.3	12	-12	26	0	-3

Grouped by structure: the compounds so far with a nitro group on carbon (2)
SMILES	ARNT-TACC3 inh	F508del corr	XiGFP reactiv	INS-1E GSIS act	EWS-Fli inh	PAX8 inh HTS	DENV2 CPE	ERp5 inh
COc1cc([N+](=O)[O-])cc2cc(C(=O)NC(C)(C)C)c(=O)oc12	0	x	0.0	-5	x	2	x	x
CS(=O)(=O)N1CCN(c2ccc([N+](=O)[O-])c(SCc3ccco3)c2)CC1	x	1.4	0.0	5	35	26	5	16

Next structures:
SMILES	ARNT-TACC3 inh	F508del corr	XiGFP reactiv	INS-1E GSIS act	EWS-Fli inh	PAX8 inh HTS	DENV2 CPE	ERp5 inh
CN(CCOc1ccc(Cl)cc1)CC(=O)Nc1ccc(OC(F)F)cc1	-2	-0.6	0.0	20	5	22	-8	3
O=C(NNc1cc(Cl)cc(Cl)c1)c1c(F)cccc1Cl	1	-3.1	0.3	-3	0	0	3	2
Cc1ccccc1NC(=O)CSc1nc2cc3c(cc2cc1C)CCC3	5	2.7	x	10	33	x	-2	-1
CN(c1ccccc1C(=O)Nc1cccc([N+](=O)[O-])c1)S(C)(=O)=O	-9	x	-0.1	x	2	-12	15	-7
O=C(c1ccccc1)c1nn(-c2cccc(Cl)c2)ccc1=O	2	-0.5	0.1	4	-2	-13	-3	4
COC(=O)Cc1c(C)c2ccc(OC3CCCCC3=O)cc2oc1=O (stereo not drawn)	-4	4.4	0.0	-2	-19	-33	-3	2
CCc1noc(C)c1C(=O)N1CCCC(CCC(=O)NCc2ccc(F)c(F)c2)C1 (stereo not drawn)	11	-3.4	-0.1	17	-4	11	3	3
CCS(=O)(=O)Nc1ccc2c(c1)C(=O)N(C)C[C@H](OC)[C@@H](C)CN[C@@H](C)CO2	-12	x	-0.2	-1	4	-12	25*	-3

One compound at a time, as listed above.
Profile of O=C(c1ccccc1)c1nn(-c2cccc(Cl)c2)ccc1=O : ARNT-TACC3 inh: 2; F508del corr: -0.5; XiGFP reactiv: 0.1; INS-1E GSIS act: 4; EWS-Fli inh: -2; PAX8 inh HTS: -13; DENV2 CPE: -3; ERp5 inh: 4
Profile of CCc1noc(C)c1C(=O)N1CCCC(CCC(=O)NCc2ccc(F)c(F)c2)C1 (stereo not drawn) : ARNT-TACC3 inh: 11; F508del corr: -3.4; XiGFP reactiv: -0.1; INS-1E GSIS act: 17; EWS-Fli inh: -4; PAX8 inh HTS: 11; DENV2 CPE: 3; ERp5 inh: 3
Profile of COC(=O)Cc1c(C)c2ccc(OC3CCCCC3=O)cc2oc1=O (stereo not drawn) : ARNT-TACC3 inh: -4; F508del corr: 4.4; XiGFP reactiv: 0.0; INS-1E GSIS act: -2; EWS-Fli inh: -19; PAX8 inh HTS: -33; DENV2 CPE: -3; ERp5 inh: 2
